# Vif-A3G inh: Vif-A3G binding inhibition. Q9HC16. HeLa A3G-eYFP + Vif (tagged APOBEC3G with the HIV-1 protein that degrades it), YFP fluorescence, overnight. Potency, µM (highest dose often 46.1 µM), without a hit: at the highest dose activity, negative = active, actives largely listed as inhibitors. 410,000 compounds, 0.076% hits. AID 602310;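 further: potency means the concentration at half of the fitted maximal effect; on the % scale 0 is the no-effect control and ±100 the full control effect; nearly all actives have a fitted effect of over 60% in size; hits raise eYFP signal because A3G escapes Vif-driven loss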
# Target sequence (Q9HC16 whole entry, looked up): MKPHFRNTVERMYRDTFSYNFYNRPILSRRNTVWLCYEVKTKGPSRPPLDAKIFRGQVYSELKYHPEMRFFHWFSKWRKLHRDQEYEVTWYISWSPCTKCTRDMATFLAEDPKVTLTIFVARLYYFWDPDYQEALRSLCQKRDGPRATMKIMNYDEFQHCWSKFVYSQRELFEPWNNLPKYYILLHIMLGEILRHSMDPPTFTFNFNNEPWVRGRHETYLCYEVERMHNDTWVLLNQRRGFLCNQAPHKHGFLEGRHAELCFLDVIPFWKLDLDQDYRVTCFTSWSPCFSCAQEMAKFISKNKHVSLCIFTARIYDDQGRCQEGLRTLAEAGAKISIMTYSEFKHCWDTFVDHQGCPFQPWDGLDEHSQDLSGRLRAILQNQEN
#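 Read-out is eYFP fluorescence (Ex 488/Em 500-530) from Vif-expressing HeLa A3G-eYFP cells; more signal means A3G escaped Vif-mediated degradation. Cells plated overnight, compound pinned in, incubated overnight at 37 deg C.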
# LDHA block: LDHA (human) enzyme inhibition | purified LDHA, NADH/diaphorase-resazurin fluorescence; stronger effect = lower value | activity change, % (values are at about 110 or 230 µM) | AID 1347041 | 480,000 compounds, 0.15% hits; in the data active means activity change below about -30%; inconclusive means mostly about -25% to -30%;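 further: plate controls were DMSO wells for no effect and wells without enzyme for full effect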
#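 Human LDH5 at 2 nM final in Tris HCl pH 7.4 with 0.06 mM NADH and 0.2 mM pyruvate, reacted 5 minutes at room temperature. Remaining NADH coupled via diaphorase/resazurin; resorufin fluorescence read at 0 and 20 minutes, normalized to enzyme-free and DMSO wells.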
# PI4K2A block: inhibitors of human PI4K2A; Q9BTU6; purified PI4K2A, ADP-Glo luminescence, 1 h; stronger effect = lower value; activity change, negative = inhibition, % at 76.9 µM; 420,000 compounds, 0.13% hits; in the data active means activity change below about -50%; inconclusive means mostly about -30% to -49%;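 further: -100% = wells without enzyme as full effect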
#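 ADP-Glo luminescence measured ADP generated by PI4K2A enzyme (4 ug/mL before mixing) with 1.2 mM PI substrate (pre-mix) and 300 microM ATP (pre-mix). Tris pH7.5 buffer with MgCl2, Triton X-100; 1 h reaction at ambient temperature.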
# TrxR1 substrate: substrates of rat thioredoxin reductase 1; 390,000 compounds, 0.01% hits; Potency, µM (top dose mostly 114 µM), for inactives: top-dose activity change, negative = substrate turnover; O89049; purified TrxR1 substrate turnover, NADPH consumption readout; further: potency means the concentration at half of the fitted maximal effect; on the % scale 0 is the no-effect control and ±100 the full control effect; nearly all actives have a fitted effect of over 50% in size
#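 Rat TrxR1, dispensed at 90 nM, was prereduced with 400 uM NADPH (final) for 5 min at ~22 deg C, then incubated with compound 15 min before 400 uM selenite. A first-read NADPH fluorescence drop versus no-compound background flagged substrates.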
# RXFP1 agonist: agonists of human relaxin receptor RXFP1; Potency, µM (series often up to 57.5 µM), without a hit: top-dose activation, hits mostly activators; AID 2676; 370,000 compounds, 0.3% hits; HEK293T-RXFP1 cAMP TR-FRET, 30 min; response scale: percent of porcine relaxin response, buffer zero; Q9HBX9; further: potency means the concentration at half of the fitted maximal effect; on the % scale 0 is the no-effect control and ±100 the full control effect; nearly all actives have a fitted effect of over 60% in size; many of its hits are not listed in these tables
#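 HEK293 cells stably expressing RXFP1, treated 30 min at 37C with compounds plus PDE4 inhibitor Ro 20174; cAMP measured by HTRF TR-FRET. Normalized to buffer and 29 nM porcine relaxin; EC50 by Hill fit.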
# USP1-UAF1 inh: USP1/UAF1 (human) deubiquitinase inhibition; O94782; recombinant USP1/UAF1, Ub-Rhodamine cleavage fluorescence; Potency, µM (doses to about 57.1 µM), without a hit: at the highest dose activity change, negative = inhibition, hits mostly inhibitors; 390,000 compounds, 0.23% hits; further: potency means the concentration at half of the fitted maximal effect; on the % scale 0 is the no-effect control and ±100 the full control effect; nearly all actives have a fitted effect of over 60% in size; inactives centre near -12
#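 1 nM enzyme complex + cpd, 15 min RT; start with Ub-Rho 150nM final; kinetic fluorescence ex 480/em 540, 6 reads q60 s. Buffer 50mM HEPES pH 7.8, 0.5mM EDTA, 0.1 mg/ml BSA, 1mM TCEP, 0.01% Tween-20.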
# Vif-A3F inh: inhibitors of Vif-A3F interaction. HeLa A3F-eYFP + Vif (tagged APOBEC3F with the HIV-1 protein that degrades it), YFP fluorescence increase. Potency, µM (titrated, usually from 46.1 µM), for inactives: at the top dose activity, negative = active. 390,000 compounds, 0.2% hits; further: potency means the concentration at half of the fitted maximal effect; % of control where 0% means no effect; nearly all actives have a fitted effect of over 65% in size
#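 Fluorescence increase (Ex 488/Em 500-530) after overnight compound treatment at 37 deg C flags inhibition of Vif-driven A3F-eYFP loss in stable HeLa A3F-eYFP/Vif cells seeded overnight beforehand.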
# Glioma ERSR ind: ER stress response induction in glioma | U87-MG GRP78 promoter luciferase reporter, 16 h | Potency, µM, inactives show at the top dose activation, most hits filed as activators | 420,000 compounds, 0.02% hits | AID 602332; further: potency means the concentration at half of the fitted maximal effect; series mostly up to about 76 µM; % of control where 0% means no effect; nearly all actives have a fitted effect of over 35% in size
#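 Stably transfected U87-MG glioma cells carrying a GRP78-based luciferase sensor; 16 h compound incubation. Luminescence end-point read 10 min after Bright-Glo addition at room temperature.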
# mIDH1 inhibitor: inhibitors of human mutant IDH1 R132H; AID 602179; IDH1-R132H enzyme, NADPH consumption, diaphorase/resazurin fluorescence; Potency, µM (series often up to 76.6 µM), for inactives: at the top dose activity change, negative = inhibition, hits mostly inhibitors; O75874; 390,000 compounds, 0.093% hits; further: potency means the concentration at half of the fitted maximal effect; on the % scale 0 is the no-effect control and ±100 the full control effect; nearly all actives have a fitted effect of over 65% in size
# Target sequence (O75874 whole entry R132H, stated change not applied): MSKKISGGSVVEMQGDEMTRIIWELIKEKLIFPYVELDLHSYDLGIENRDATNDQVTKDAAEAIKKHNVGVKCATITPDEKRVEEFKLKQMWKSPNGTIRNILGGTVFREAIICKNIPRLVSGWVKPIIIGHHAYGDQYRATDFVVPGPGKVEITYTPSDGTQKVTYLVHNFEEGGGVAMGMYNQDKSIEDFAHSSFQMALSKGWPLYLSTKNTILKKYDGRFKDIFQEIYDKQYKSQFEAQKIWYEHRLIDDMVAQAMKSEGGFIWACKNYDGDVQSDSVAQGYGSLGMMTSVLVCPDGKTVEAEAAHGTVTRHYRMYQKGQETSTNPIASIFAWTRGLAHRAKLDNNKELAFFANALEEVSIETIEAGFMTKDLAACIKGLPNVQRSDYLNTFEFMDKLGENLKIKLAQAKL
#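 IDH1-R132H (0.5 ug/mL) preincubated 30 min with compound, then NADPH (0.016 mM) and alpha-KG (2 mM) added; 80 min at RT, pH 7.5. Remaining NADPH coupled via diaphorase/resazurin to fluorescence (540/590 nm); concentration-response curves normalized to no-enzyme control.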
# Active calls of the source: *; u = inconclusive; x = no result given; [ ] = dose if it differs, or a comment. Unless noted, the call rests on the fitted dose curve; in most records, active means well fitted curve in the direction sought with a large enough effect; inconclusive means small, poorly fitted or top-dose-only effect, or another doubt; inactive means no such curve, though single readings can be large; an effect the other way counts as inactive or inconclusive.
# Results follow in this order: Vif-A3G inh | LDHA block | PI4K2A block | TrxR1 substrate | RXFP1 agonist | USP1-UAF1 inh | Vif-A3F inh | Glioma ERSR ind | mIDH1 inhibitor
- Cc1ccc(NC(=O)c2sccc2-n2cccc2)c(Cl)c1
→ -28% | 1 | -2 | -3% | 1.7% | -24% | 0% | 7% | 11%
- Cc1ccc(S(=O)(=O)N2CCN(CC(=O)Nc3ccc4c(c3)CCC4)CC2)cc1C
→ 1% | 5 | -3 | -3% | 2.4% | -21% | 5% | -4% | 10%
- CCOC(=O)CSc1c(-c2ccc(Cl)cc2)[nH]c2ccccc12
→ -10% | 3 | -12 | -2% | 5.0% | u | u | 2% | 15%
- CCCn1c(SCC(=O)N2CCc3ccccc32)n[nH]c1=O
→ -4% | -1 | -2 | -13% | x | -7% | 4% | -1% | 9%
- COc1ccc(-n2cnc3cc(C(=O)NC4CCCCCC4)ccc32)cc1
→ -11% | -2 | 3 | -8%[57.1 µM] | -0.2% | 7% | -3% | 0% | -1%
- CC1CCCC(N2C(=O)NC(NC(=O)c3ccco3)(C(F)(F)F)C2=O)C1C (centres undefined)
→ -1% | -5 | 6 | -10% | 0.6% | 2% | -10% | -4% | 0%
- Cc1ccc(NC(=O)C2CCC(CNS(=O)(=O)c3ccc4c(c3)CCCC(=O)N4)CC2)cc1F (centres undefined)
→ 0% | -9 | 1 | 2%[57.1 µM] | -0.4% | u | -1% | -2% | 19%
- COc1ccc(CCNC(=O)c2cc3c(=O)n4ccccc4nc3n(Cc3ccco3)c2=N)cc1OC
→ -4% | 1 | -21 | 1% | 4.9% | -13% | 4% | -1% | 3%
- CCOC(=O)C1=C(C)OC(N)=C(C(=O)OCC)C1c1ccncc1 (centres undefined)
→ 2% | 2 | -11 | 0% | 0.4% | -5% | 8% | -3% | 0%
- COc1ccc(C)cc1S(=O)(=O)NCC(c1ccc2c(c1)OCO2)N1CCN(C)CC1 (centres undefined)
→ 3% | -2 | -4 | 15% | -0.3% | -18% | -4% | -5% | 2%
- COC(=O)C1=C(C)N(C)C(=O)NC1c1ccc(C)cc1 (centres undefined)
→ 1% | -8 | -13 | 5%[57.1 µM] | 1.6% | -3% | -7% | -1% | 9%
- N#CCC(=O)Nc1ccc(C(=O)NCCC(c2ccccc2)c2ccccc2)cc1
→ 1% | -12 | 2 | 7%[57.1 µM] | 0.4% | -23% | -13% | 2% | 4%
- COc1ccc(CCc2nnc(N)s2)cc1OC
→ 1% | 1 | -1 | 8% | 4.5% | -13% | 0% | 0% | 6%
- COc1ccc(Br)cc1CNC(=O)c1cc(=O)[nH]c2ccc(S(=O)(=O)N3CCCCC3C)cc12 (centres undefined)
→ 1% | 0 | -1 | 1%[57.1 µM] | 3.3% | -27% | 0% | -3% | 15%
- Cc1ccn2c(/C=N/OCc3ccc(F)cc3)c(-c3ccc(Cl)cc3)nc2c1
→ -3% | -3 | 6 | 45%[activator][57.1 µM] | 3.4% | -6% | -9% | -5% | -1%
- C/C(=N\O)c1ccc2c(c1)CC(C)O2 (centres undefined)
→ 0% | 0 | -4 | 2% | -0.7% | -17% | 2% | u | 0%
- C/C(=N\NC(=O)c1ccc(Br)o1)c1cc2c(cc1NC(=O)CCC(=O)O)OCO2
→ -1% | 4 | -1 | -2%[57.1 µM] | 0.4% | -18% | 3% | -7% | 5%
- COc1cc(C(=S)N2CCOCC2)cc(OC)c1OC(=O)c1cc([N+](=O)[O-])cc([N+](=O)[O-])c1
→ 2% | -6 | 5 | -4% | -2.6% | -17% | -8% | -7% | 9%
- Cc1ccc(C)c(CN2C(=O)c3ccccc3S(=O)c3ccc(C(=O)NCCc4ccc(Cl)cc4)cc32)c1 (centres undefined)
→ 4% | -9 | 6 | -4% | -1.6% | -7% | 2% | x | 0%
- Cc1csc(SC(C)C(=O)Nc2ccc(S(=O)(=O)N3CCCC3)cc2)n1 (centres undefined)
→ 0% | 0 | 1 | 6%[57.1 µM] | 1.2% | -7% | -5% | -2% | 5%
- CCOC(=O)c1[nH]c(C)c(CCC(=O)N2CCN(c3cc(Cl)ccc3C)CC2)c1C
→ -2% | -9 | -1 | -2%[57.1 µM] | -1.1% | -21% | 5% | -3% | -14%
- COCOCCn1cc(CN2CCS(=O)(=O)N(Cc3ccc(-c4ccc(OC)c(OC)c4)cc3)C(C)C2=O)nn1 (centres undefined)
→ -3% | 3 | -3 | x | x | -22% | -1% | -1% | -9%
- CC[C@@]12C(=O)N(c3ccc(C)cc3)C(=O)N1[C@H](c1cccc(C)c1)[C@@H]1C(=O)N(Cc3ccccc3)C(=O)[C@@H]12
→ -10% | 5 | 0 | -12%[57.1 µM] | 2.8% | -33% | 0% | -3% | -3%
- CCOc1ccccc1OCCCC(=O)Nc1ccc(OC)nc1
→ -1% | 7 | -1 | -4% | -0.1% | -9% | -5% | -4% | 0%
- Cc1cc(C(=O)N2CCN(S(C)(=O)=O)CC2)sc1-c1ccccc1
→ 1% | 2 | 2 | 2%[57.1 µM] | 30% | -1% | -6% | -5% | 1%
- CCCCN(CC)CCCNC(=O)c1cc2cc3ccc(C)cc3nc2o1
→ 2% | -10 | -3 | 250%[activator][57.1 µM] | 0.3% | -16% | 15% | 2% | -4%
- COc1ccc(N2CCN(C(=O)CN3C(=O)C4CC=CCC4C3=O)CC2)cc1 (centres undefined)
→ 4% | 4 | -1 | -1% | -0.6% | 2% | x | -2% | 5%
- CCN(C(=O)COC(=O)c1sccc1C)c1c(N)n(Cc2ccccc2)c(=O)[nH]c1=O
→ -2% | 4 | -1 | -9% | -0.4% | -12% | -12% | 3% | -1%
- COc1ccc(Cl)cc1C(=O)Nc1ccc(NC(=O)C(C)C)cc1
→ 0% | -12 | -1 | -9% | -2.2% | -8% | -1% | 0% | -6%
- CCc1ccc(CNC(=O)c2cnc3sc(N4CCCCC4)nn3c2=O)cc1
→ 5% | -7 | -1 | 11%[57.1 µM] | 12% | -14% | -1% | -3% | 2%
- O=C(Nc1ccccc1N1CCOCC1)c1ccccc1[N+](=O)[O-]
→ 0% | 1 | -3 | 0% | -1.9% | -22% | -2% | 0% | 1%
- O=C(Nc1nc(-c2ccc(Br)cc2)cs1)c1cccnc1
→ 8% | -5 | 2 | 0%[57.1 µM] | -0.1% | -11% | 4% | -6% | 18%
- CC1=C(C(N)=O)C(c2cccnc2)n2nc(-c3cccc(Cl)c3)nc2N1 (centres undefined)
→ -1% | -4 | 6 | -2%[57.1 µM] | 2.0% | -19% | 2% | -1% | 0%
- O=C(O)C1C2C=CC(C2)C1C(=O)NC1CCN(Cc2ccccc2)CC1 (centres undefined)
→ -1% | -1 | -4 | -14% | 0.5% | -10% | -1% | -2% | 3%
- CCCSc1nc(C)cc(C)c1S(=O)(=O)c1ccccc1C
→ -6% | 1 | -2 | -3%[57.1 µM] | -0.5% | -5% | -1% | 0% | -2%
- O=C(/C=C/c1ccccc1)N/C(=C/c1ccccc1)C(=O)Nc1cccc(C(=O)O)c1
→ 0% | -8 | -2 | 1%[57.1 µM] | -0.6% | -12% | -1% | -4% | -2%
- O=C(c1ccc(Cl)cc1)C1CCCN(Cc2ccc(Oc3ncccn3)cc2)C1 (centres undefined)
→ 1% | -2 | -3 | -3% | 2.5% | 2% | 11% | -3% | 1%
- Cc1cccc(C(=O)Nc2cc(OCc3cccc(F)c3)c(Cl)cc2Cl)c1
→ -1% | 1 | -3 | 4% | -1.0% | -5% | -3% | -2% | 1%
- O=C(ONC1=NCCCCC1)c1ccc(Cl)cc1
→ -29% | -5 | 6 | 8%[57.1 µM] | 3.4% | -14% | 6% | -14% | 7%
- NS(=O)(=O)c1cccc(NC(=O)c2cccs2)c1
→ 1% | -4 | 1 | -5% | -1.6% | u | 2% | 4% | -17%
- CCN1CCN(Cc2c(C)[nH]c3ccc(OC)cc3c2=O)CC1
→ 0% | 0 | -8 | 23% | 0.4% | -7% | x | -7% | 3%
- CC(/C=N/NC(=O)c1cccc([N+](=O)[O-])c1)=C\c1ccccc1
→ 2% | -9 | 9 | 6%[57.1 µM] | -3.4% | -21% | 4% | -1% | -1%

# Quoted at random: 5 compounds from above.
# Results follow in this order: Vif-A3G inh | LDHA block | PI4K2A block | TrxR1 substrate | RXFP1 agonist | USP1-UAF1 inh | Vif-A3F inh | Glioma ERSR ind | mIDH1 inhibitor
- CCc1ccc(CNC(=O)c2cnc3sc(N4CCCCC4)nn3c2=O)cc1
→ 5% | -7 | -1 | 11%[57.1 µM] | 12% | -14% | -1% | -3% | 2%
- O=C(Nc1nc(-c2ccc(Br)cc2)cs1)c1cccnc1
→ 8% | -5 | 2 | 0%[57.1 µM] | -0.1% | -11% | 4% | -6% | 18%
- CCOc1ccccc1OCCCC(=O)Nc1ccc(OC)nc1
→ -1% | 7 | -1 | -4% | -0.1% | -9% | -5% | -4% | 0%
- O=C(O)C1C2C=CC(C2)C1C(=O)NC1CCN(Cc2ccccc2)CC1 (centres undefined)
→ -1% | -1 | -4 | -14% | 0.5% | -10% | -1% | -2% | 3%
- CC[C@@]12C(=O)N(c3ccc(C)cc3)C(=O)N1[C@H](c1cccc(C)c1)[C@@H]1C(=O)N(Cc3ccccc3)C(=O)[C@@H]12
→ -10% | 5 | 0 | -12%[57.1 µM] | 2.8% | -33% | 0% | -3% | -3%

# Screening data (PubChem BioAssay)

# The list is partial. The share of hits here may be higher or lower than overall.
